Compound activity from PubChem BioAssay.
MEKK2 WT-MEK5: raises or lowers MEK5 binding to wildtype human MEKK2 PB1 domain. Q9Y2U5. bead flow cytometry, Alexa488-MEK5 binding to MEKK2 WT; actives lie on both sides. binding response (% of control), % at 10 µM. 290,000 tested, 1.1% active; in the data active = binding response below about 67% or above about 130%
OXTR ag: human OXTR agonism | CHO-OTR cells, Fluo-8 calcium fluorescence; normalized: DMSO 0%, oxytocin 100% | AID 2435 | activation, % at 3 µM | 320,000 tested, 0.32% active | P30559;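 active = activation above the mean of all tested compounds plus 3 SD, cutoff set per screening run, cut at about 20% in these data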;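 note: peak over basal fluorescence ratio from a 100 s FLIPR kinetic read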
Target sequence (P30559 whole entry, looked up): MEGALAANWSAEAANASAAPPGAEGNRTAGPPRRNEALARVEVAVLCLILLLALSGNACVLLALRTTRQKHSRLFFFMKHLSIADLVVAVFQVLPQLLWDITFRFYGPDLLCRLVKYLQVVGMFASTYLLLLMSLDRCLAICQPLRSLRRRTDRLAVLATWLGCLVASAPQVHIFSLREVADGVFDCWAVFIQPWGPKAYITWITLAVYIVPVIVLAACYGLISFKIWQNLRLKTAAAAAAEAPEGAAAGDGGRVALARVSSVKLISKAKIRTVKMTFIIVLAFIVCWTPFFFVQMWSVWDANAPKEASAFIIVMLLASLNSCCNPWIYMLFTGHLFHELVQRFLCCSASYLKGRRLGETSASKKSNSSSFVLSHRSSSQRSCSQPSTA
PHOSPHO1 block: PHOSPHO1 (human) inhibition | AID 1565 | 290,000 tested, 1.1% active | Q8TCT1 | recombinant PHOSPHO1, absorbance phosphatase assay | inhibition, % at 13.3 µM; in the data active = inhibition above about 60%
Target sequence (Q8TCT1 whole entry, looked up): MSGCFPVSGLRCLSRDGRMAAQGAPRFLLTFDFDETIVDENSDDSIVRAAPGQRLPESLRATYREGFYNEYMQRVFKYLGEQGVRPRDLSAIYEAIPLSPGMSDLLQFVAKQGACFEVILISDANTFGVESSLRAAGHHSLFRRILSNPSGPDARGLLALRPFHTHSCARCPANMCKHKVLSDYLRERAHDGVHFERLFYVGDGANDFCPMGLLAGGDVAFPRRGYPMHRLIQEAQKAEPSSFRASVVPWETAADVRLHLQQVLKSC
NALP1 inh: NALP1 inhibition; S. cerevisiae NALP1/ASC/caspase-1 growth, X-gal OD620, 72 h; inhibition, % at 10 µM; 280,000 tested, 0.61% active; AID 2071; in the data active = inhibition mostly above about 24%, no sharp cut-off; inactive = mostly below about 32%; note: some compounds called inactive have numbers as strong as hits
MEKK2mut PB1 HTS: signal of MEK5 binding to mutant human MEKK2 PB1 domain; bead flow cytometry, Alexa488-MEK5 binding to MEKK2 mutant; percent response, % at 10 µM; 290,000 tested, 0.35% active; in the data active = percent response above about 24%, passing the limit was not always enough; note: inactives centre near 1; some results filed as inactive read as strong as hits; reference of the scale not given here
MEKK3 PB1 HTS: MEKK3-MEK5 PB1 interaction, increase or decrease; 290,000 tested, 1.4% active; binding response (% of control), % at 10 µM; bead-based flow cytometry, Alexa488-MEK5 binding to MEKK3; actives lie on both sides; 0 = blocked by unlabeled MEK5, 100 = vehicle; AID 1529; Q99759;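 active = binding response more than 3 SD above or below the average of its plate-row segment, actives on both sides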;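 note: Alexa488 bead fluorescence after subtracting the streptavidin-only scavenger bead signal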
DNA FID counter: counter-screen for HCV NS3 helicase inhibitors: DNA intercalator displacement | DNA fluorescent intercalator displacement, fluorescence | inhibition, % at 7.9 µM | 290,000 tested, 0.17% active | AID 1845; in the data active = inhibition above about 37%;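 note: 0% = vehicle and 100% = reference compound; higher means more ethidium bromide displaced from hairpin DNA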
GPR7 antagonist: antagonists of human GPR7 (neuropeptides B/W receptor 1). P48145. GPR7-expressing cells, fluorescence antagonist assay. inhibition, % at 4.4 µM. 290,000 tested, 1.1% active. AID 1861; in the data active = inhibition above about 16%, passing the limit was not always enough;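 note: cells stimulated with the agonist NPW; 0% = agonist with vehicle and 100% = vehicle without agonist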
Target sequence (P48145 whole entry, looked up): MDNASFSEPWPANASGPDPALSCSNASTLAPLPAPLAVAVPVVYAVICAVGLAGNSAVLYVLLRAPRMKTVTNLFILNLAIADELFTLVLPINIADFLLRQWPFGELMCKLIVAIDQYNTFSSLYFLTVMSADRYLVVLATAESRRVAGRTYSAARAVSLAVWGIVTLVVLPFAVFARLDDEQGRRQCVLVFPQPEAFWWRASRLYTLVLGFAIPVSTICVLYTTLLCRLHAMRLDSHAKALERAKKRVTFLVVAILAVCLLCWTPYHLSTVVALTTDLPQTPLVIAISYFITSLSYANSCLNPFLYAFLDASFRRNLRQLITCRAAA
PfM18AAP inh: blocks P. falciparum M18 aspartyl aminopeptidase. recombinant PfM18AAP, H-Glu-NHMec fluorogenic cleavage. inhibition, % at 7.35 µM. 290,000 tested, 1.2% active. AID 1822;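 active = inhibition above the campaign mean inhibition over all tested compounds plus 3 SD, cut at about 28% in these data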;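 note: 0% = plate median of test compound wells and 100% = 2 mM ZnCl2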
* marks the source's active call; other numbers are inactive results; . = no result given; [ ] = dose if it differs, or a comment.

Codes – A = MEKK2 WT-MEK5; B = OXTR ag; C = PHOSPHO1 block; D = NALP1 inh; E = MEKK2mut PB1 HTS; F = MEKK3 PB1 HTS; G = DNA FID counter; H = GPR7 antagonist; I = PfM18AAP inh
O=C(O)CCC(=O)Nc1ccc(C(=O)OCC(=O)c2ccc(Cl)cc2)cc1
  A = 99; B = 1.7; C = 20; D = 27; E = 1; F = 103; G = -36; H = -3; I = -15

COc1ccc(OC)c(NC(=O)c2cccc(Cn3cc(Br)c([N+](=O)[O-])n3)c2)c1
  A = 94; B = 0.7; C = 3; D = 26; E = -3; F = 95; G = 1; H = -8; I = 5

CC1(C)CC(=O)C2=C(C1)OC(N)=C(C#N)C21CCN(Cc2ccccc2)CC1
  A = 89; B = 1.6; C = 13; D = 25; E = -5; F = 86; G = -7; H = 4; I = -2

Cc1ccc(NC2CCCN(C(=O)c3ccccc3-c3ncc[nH]3)C2)cc1C (stereo unspecified)
  A = 99; B = -0.1; C = 33; D = 8; E = 4; F = 98; G = -13; H = 7; I = 1

COc1cccc(OCc2cc(C(=O)N3CCC(C(O)C(C)C)CC3)no2)c1 (stereo unspecified)
  A = 105; B = 6.1; C = 49; D = 29; E = -2; F = 99; G = -46; H = -4; I = 0

Cc1ccc2[nH]c(-c3ccccc3)cc(=O)c2c1
  A = 102; B = 0.0; C = 16; D = 3; E = 3; F = 100; G = 0; H = 2; I = 0

Cc1nc(N2CCOCC2)[nH]c(=O)c1CCC(C)C
  A = 96; B = -0.4; C = 36; D = 29; E = -3; F = 97; G = -1; H = -6; I = 0

C=CCOC(=O)CCP(=O)(CCC(=O)OCC=C)c1ccccc1
  A = 104; B = 0.0; C = -18; D = 6; E = 3; F = 99; G = -4; H = 1; I = 2

CCNc1c(NS(=O)(=O)c2ccc(OC)cc2)c(=O)oc2ccccc12
  A = 104; B = 3.8; C = 4; D = 13; E = 0; F = 103; G = -15; H = -8; I = 2

O=C(CN1C(=O)COc2ccc(S(=O)(=O)N3CCCCC3)cc21)NCc1ccccc1Cl
  A = 101; B = -1.1; C = 13; D = 9; E = 0; F = 102; G = -35; H = -1; I = -13

COc1ccc(-n2c(SCCC#N)nnc2-c2cc(Cl)ccc2OC)cc1Cl
  A = 106; B = 0.4; C = .; D = .; E = 2; F = 108; G = -26; H = 24*; I = 3

COc1ccc(OC)c2sc(NC(=O)c3ccc(Br)s3)nc12
  A = 108; B = -0.9; C = -34; D = 24; E = 14; F = 108; G = 8; H = -3; I = 3

COc1cc(CN2CCC(CCC(=O)NC3CC3)CC2)cc(Cl)c1OC
  A = 108; B = 1.2; C = 8; D = 10; E = 3; F = 105; G = 2; H = -10; I = 6

COc1ccc(N(CC(=O)NCCSCc2ccc(C)cc2)S(=O)(=O)c2ccccc2)cc1
  A = 99; B = 2.8; C = 16; D = 12; E = 0; F = 98; G = -48; H = -18; I = -5

CCOc1cc(Br)c(Br)c(C=Nc2ccc(NC(C)=O)cc2)c1O
  A = 99; B = -1.3; C = 6; D = 11; E = 0; F = 104; G = 0; H = -11; I = 7

Reformatted: results already given
| Structure | MEKK2 WT-MEK5 | OXTR ag | PHOSPHO1 block | NALP1 inh | MEKK2mut PB1 HTS | MEKK3 PB1 HTS | DNA FID counter | GPR7 antagonist | PfM18AAP inh |
| --- | --- | --- | --- | --- | --- | --- | --- | --- | --- |
| C=CCOC(=O)CCP(=O)(CCC(=O)OCC=C)c1ccccc1 | 104 | 0.0 | -18 | 6 | 3 | 99 | -4 | 1 | 2 |
| CCNc1c(NS(=O)(=O)c2ccc(OC)cc2)c(=O)oc2ccccc12 | 104 | 3.8 | 4 | 13 | 0 | 103 | -15 | -8 | 2 |
| O=C(CN1C(=O)COc2ccc(S(=O)(=O)N3CCCCC3)cc21)NCc1ccccc1Cl | 101 | -1.1 | 13 | 9 | 0 | 102 | -35 | -1 | -13 |
| COc1ccc(-n2c(SCCC#N)nnc2-c2cc(Cl)ccc2OC)cc1Cl | 106 | 0.4 | . | . | 2 | 108 | -26 | 24* | 3 |
| COc1ccc(OC)c2sc(NC(=O)c3ccc(Br)s3)nc12 | 108 | -0.9 | -34 | 24 | 14 | 108 | 8 | -3 | 3 |

Other results follow.
Codes – A = MEKK2 WT-MEK5; B = OXTR ag; C = PHOSPHO1 block; D = NALP1 inh; E = MEKK2mut PB1 HTS; F = MEKK3 PB1 HTS; G = DNA FID counter; H = GPR7 antagonist; I = PfM18AAP inh
CC(C)(C)n1nnnc1C(c1ccccc1F)N(Cc1ccco1)CC1CCCO1 (stereo unspecified)
  A = 100; B = 4.0; C = -1; D = -30; E = 2; F = 102; G = -32; H = 5; I = 1

COC(=O)c1ccc(CNC(=O)c2c3c(nc4ccccc24)CCN(Cc2ccccc2)C3)cc1
  A = 104; B = 0.4; C = 12; D = 19; E = 1; F = 118; G = -4; H = -7; I = 5

CCc1nc(C)cc2c1sc1ccccc12
  A = 95; B = -2.4; C = 6; D = 17; E = -8; F = 97; G = 2; H = -4; I = 4

Cc1ccc(NC(=O)CN2CCOCC2)cc1Cl
  A = 111; B = -0.2; C = -3; D = 0; E = 7; F = 105; G = -10; H = -11; I = 10

CCN(CC)CCNC(=O)CS(=O)Cc1nc(-c2ccc(Cl)cc2)oc1C (stereo unspecified)
  A = 62; B = -1.3; C = 52; D = -4; E = -21; F = 49*[inhibitor]; G = 9; H = -6; I = -3

O=C(NCCN1CCOCC1)c1ccc(F)cc1
  A = 100; B = 0.9; C = 6; D = 28; E = 0; F = 99; G = -3; H = -4; I = 10

COc1ccc(C(=O)Nc2ccc(C)cn2)c(OC)c1
  A = 98; B = -0.9; C = 6; D = 7; E = -3; F = 99; G = -9; H = 2; I = 1

C/C(=C\C(=O)c1ccc(C)cc1)Nc1cccc(O)c1
  A = .; B = -1.6; C = 16; D = 10; E = .; F = .; G = 2; H = 1; I = 26

COc1ccc(S(=O)(=O)N2CC(=O)Nc3ccccc32)cc1
  A = 96; B = -0.3; C = 25; D = 11; E = -6; F = 92; G = -7; H = 3; I = 4

Cc1[nH]n(-c2cccc(Cl)c2)c(=O)c1-c1ccc(Cl)cc1
  A = 96; B = 12; C = 4; D = 2; E = 0; F = 97; G = -14; H = -14; I = -14

COc1cccc(N=Nc2c(=O)[nH]n3c(C)cc(C)nc23)c1
  A = 104; B = -1.1; C = 0; D = 24; E = -2; F = 99; G = -5; H = 12; I = 4

COc1ccc(N(C(C)C(=O)N/N=C/c2cc(Br)c(C)o2)S(C)(=O)=O)cc1 (stereo unspecified)
  A = 101; B = -0.8; C = 37; D = 3; E = -7; F = 100; G = -18; H = -19; I = 1

CCOc1ccc(NC(=O)CN(C)Cc2cc(=O)n3c(-c4ccccc4)csc3n2)cc1OCC
  A = 90; B = -1.8; C = 2; D = 4; E = -7; F = 100; G = -34; H = 3; I = -9

Cc1ccnc(NS(=O)(=O)c2ccc(N3C(=O)C4CCCCC4C3=O)cc2)n1 (stereo unspecified)
  A = 102; B = 0.8; C = 23; D = 35; E = -3; F = 100; G = -18; H = 6; I = 5

COc1ccc(C2C(Oc3ccccc3)C(=O)N2c2ccc(C)c(C)c2)cc1OC (stereo unspecified)
  A = 104; B = -1.2; C = .; D = .; E = 4; F = 107; G = 4; H = 10; I = -16

Going on with the list:
Codes – A = MEKK2 WT-MEK5; B = OXTR ag; C = PHOSPHO1 block; D = NALP1 inh; E = MEKK2mut PB1 HTS; F = MEKK3 PB1 HTS; G = DNA FID counter; H = GPR7 antagonist; I = PfM18AAP inh
O=P(/C(=N/O)Sc1ccccc1)(N1CCOCC1)N1CCOCC1
  A = 94; B = -0.4; C = 4; D = -26; E = -7; F = 99; G = -1; H = 6; I = -3

CC(C)NC(=O)c1cc(-c2cccs2)nc2ccccc12
  A = 101; B = -0.3; C = .; D = 3; E = 0; F = 101; G = -8; H = -21; I = -1

Cn1cc(-c2cccc(C(F)(F)F)c2)cc(C#N)c1=O
  A = 106; B = -0.4; C = 18; D = -3; E = 8; F = 103; G = -4; H = -9; I = 0

O=C(NC1CCCCC1)C(c1ccccc1)N(Cc1cccnc1)C(=O)c1csnn1 (stereo unspecified)
  A = 99; B = -0.1; C = 12; D = 6; E = -1; F = 101; G = -34; H = 1; I = -3

Cc1nonc1OCCNCCNc1ccc([N+](=O)[O-])cc1Cl
  A = 102; B = 0.7; C = 28; D = 3; E = 2; F = 98; G = 20; H = 25*; I = 11

CCNc1nc(NCC)nc(N2CC(=O)N(CC(=O)OCC)C2=N)n1
  A = 108; B = -0.1; C = .; D = .; E = 10; F = 103; G = -5; H = -13; I = -2

O=C(O)c1ccc(Cl)c(S(=O)(=O)NCc2cccnc2)c1
  A = 91; B = 0.4; C = 36; D = 4; E = -1; F = 95; G = 2; H = -13; I = -5

Cc1ccc(S(=O)(=O)NC(=O)NCCCN2CCOCC2)cc1
  A = 99; B = 0.7; C = 11; D = 6; E = -2; F = 102; G = -1; H = -4; I = 0

O=C(O)CNc1ncccc1[N+](=O)[O-]
  A = 108; B = 1.4; C = 38; D = -8; E = 6; F = 106; G = -3; H = -2; I = -5

O=C1CCC(=O)N1c1ccccc1
  A = 97; B = 1.3; C = 34; D = 3; E = 3; F = 99; G = -12; H = -4; I = -1

O=C(NS(=O)(=O)c1ccccc1)c1ccccc1F
  A = 103; B = 1.4; C = -7; D = -3; E = 3; F = 104; G = -5; H = -12; I = -3

Cc1ccc(CCC(=O)Nc2ccc([N+](=O)[O-])cc2Cl)o1
  A = 100; B = -1.9; C = 23; D = 2; E = 1; F = 96; G = 1; H = 1; I = 3

Cc1ccc(-c2ccc(CCC(=O)O)n2CC2CCCO2)cc1 (stereo unspecified)
  A = 110; B = -0.5; C = 12; D = -13; E = 7; F = 114; G = -16; H = 11; I = 1

CSCCCNC(=O)c1ccc(OC2CCN(CCc3ccccc3)CC2)cc1
  A = 110; B = 1.6; C = 23; D = 0; E = 8; F = 105; G = 9; H = -15; I = 0

CCOC(=O)C1CCN(CCC(=O)Nc2ccc(F)cc2)CC1
  A = 87; B = 0.6; C = -8; D = 1; E = -11; F = 86; G = 9; H = 4; I = -6

(cont.)
Codes – A = MEKK2 WT-MEK5; B = OXTR ag; C = PHOSPHO1 block; D = NALP1 inh; E = MEKK2mut PB1 HTS; F = MEKK3 PB1 HTS; G = DNA FID counter; H = GPR7 antagonist; I = PfM18AAP inh
CS(=O)(=O)N(CC(=O)Nc1ccccc1C(=O)N1CCOCC1)c1ccc(F)c(Cl)c1
  A = 110; B = 0.6; C = 37; D = -14; E = 10; F = 106; G = -17; H = -8; I = 5

NS(=O)(=O)c1cccc(NC(=O)Cn2cc(C(F)(F)F)cc(Cl)c2=O)c1
  A = 103; B = 1.0; C = 29; D = 16; E = 5; F = 103; G = 0; H = -8; I = -2

CC1=CC(C)(C)NC(=S)N1c1cccc2cc(S(=O)(=O)O)ccc12
  A = 97; B = 1.5; C = -19; D = 9; E = 11; F = 108; G = -19; H = -6; I = 8

CC(C)[C@@H](C(=O)N1CCN(C(=O)OC(C)(C)C)CC1)n1cc(CCO)nn1
  A = 98; B = 0.6; C = 22; D = 6; E = 2; F = 94; G = -11; H = -15; I = 3

CC1(C)Cc2c(C#N)c(NCCc3ccccc3)nc(-c3ccco3)c2CO1
  A = 100; B = -1.0; C = 12; D = .; E = 0; F = 100; G = -35; H = 1; I = -21

Cc1cccc(-n2ncc3c2CCCC3NC(=O)CC(F)(F)F)c1C (stereo unspecified)
  A = 106; B = -0.4; C = -28; D = 9; E = 2; F = 104; G = -19; H = 3; I = -9

CC(C)(C)NC(=O)CN(Cc1ccc2c(c1)OCO2)C(=O)CNS(=O)(=O)c1ccc(F)cc1
  A = 97; B = 1.2; C = 46; D = 6; E = -7; F = 100; G = -25; H = 6; I = -2
